Mtb UGM inh: M. tuberculosis UGM enzyme inhibitors, primary screen, biochemical, fluorescence polarization, single point. UDP-galactopyranose mutase (Mycobacterium tuberculosis (strain ATCC 25618 / H37Rv)), …. purified UGM, fluorescence polarization probe displacement. inhibition, % at 10 µM. 0.06% of 320,000 active; in the data active = inhibition above about 10%, passing the limit was not always enough; inconclusive = no clear call, values can overlap the other calls
Target sequence (P9WIQ1 whole entry, looked up): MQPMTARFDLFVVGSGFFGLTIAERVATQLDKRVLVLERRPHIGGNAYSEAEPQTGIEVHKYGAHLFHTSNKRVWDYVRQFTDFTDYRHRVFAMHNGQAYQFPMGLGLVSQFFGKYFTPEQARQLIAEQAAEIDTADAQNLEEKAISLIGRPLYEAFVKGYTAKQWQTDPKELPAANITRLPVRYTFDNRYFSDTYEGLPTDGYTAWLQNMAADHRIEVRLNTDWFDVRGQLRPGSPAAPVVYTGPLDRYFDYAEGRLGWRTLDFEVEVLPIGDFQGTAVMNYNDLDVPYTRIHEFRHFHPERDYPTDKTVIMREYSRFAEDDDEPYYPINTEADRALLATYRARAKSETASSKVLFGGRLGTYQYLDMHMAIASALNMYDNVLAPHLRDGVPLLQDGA
BioA inh: M. tuberculosis BioA enzyme inhibitors, primary screen, biochemical, plate reader, single point, HTS; 7,8-diaminopelargonic acid synthase BioA (Mycobacterium tuberculosis); inhibition, % at 9.99 µM; purified M. tuberculosis BioA enzyme; 0.096% of 360,000 active; in the data active = inhibition above about 40%; inconclusive = no clear call, values can overlap the other calls
BoNT F protease: BoNT/F light chain protease inhibitors, primary screen, biochemical, flow cytometry, MLPCN library; Botulinum neurotoxin type F light chain protease (Clostridium botulinum); Multiplex microsphere protease cleavage assay; inhibition, % at 10 µM; 0.22% of 360,000 active; in the data active = inhibition above about 35%, passing the limit was not always enough; inconclusive = no clear call, values can overlap the other calls; note: plate controls were buffer without enzyme for full effect and enzyme alone for no effect
GDH-TPI inh: GDH-TPI coupling enzyme inhibitors, primary screen, artefact control for M. tuberculosis FBA inhibitor project, biochemical, absorbance, full deck | inhibition, % at 4.8 µM | GDH-TPI coupled enzyme counterscreen, NADH absorbance | 1.2% of 360,000 active; in the data active = inhibition above about 30%;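 note: 0% = DMSO wells and 100% = wells lacking the enzyme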
PrPC surface inh: inhibitors of human cell surface prion protein PrPC, primary screen, cell-based, TR-FRET. TR-FRET read-out. inhibition, % at 13.8 µM. 0.43% of 370,000 active; in the data active = inhibition above about 24%; note: 0% = median of the test wells and 100% = reference compound wells
FadD28 binding: inhibitors of FadD28 bisubstrate probe binding, primary screen, biochemical, fluorescence polarization, single point. Mycobacterium tuberculosis FadD28 fatty-acid-AMP ligase. inhibition, % at 12.5 µM. 0.22% of 360,000 active; in the data active = inhibition above about 8.5%, passing the limit was not always enough; inconclusive = no clear call, values can overlap the other calls
MazEF act: activators of E. coli MazEF toxin-antitoxin RNase, primary screen, biochemical, fluorescence, uHTS. Endoribonuclease toxin MazF (Escherichia coli (strain K12)), P0AE70. FAM/BHQ RNA-DNA oligo cleavage fluorescence, 5 h. activation, % at 20 µM. 0.32% of 350,000 active. AID 504720, 2011; in the data active = activation above about 50%
Target sequence (P0AE70 whole entry, looked up): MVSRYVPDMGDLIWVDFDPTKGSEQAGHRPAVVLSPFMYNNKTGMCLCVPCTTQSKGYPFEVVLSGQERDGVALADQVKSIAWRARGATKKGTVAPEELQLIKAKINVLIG
Mtb FBA inh: Mtb FBA enzyme inhibitors, primary screen, biochemical, fluorescence, strain H37Rv; 2.3% of 360,000 active; inhibition, % at 1 µM; Fructose-bisphosphate aldolase (Mycobacterium tuberculosis (strain ATCC 25618 / H37Rv)), …; purified M. tuberculosis FBA, fluorescence read-out; AID 588726, 2011; in the data active = inhibition above about 27%;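 note: 0% = vehicle and 100% = reference inhibitor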
Rv3671c inh: Rv3671c serine protease inhibitors, primary screen, biochemical, fluorescence polarization, M. tuberculosis H37Rv | 0.048% of 320,000 active | inhibition, % at 5.96 µM | P9WHR9; in the data active = inhibition above about 38%;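 note: extracellular domain of Rv3671c used as enzyme; 0% = enzyme with DMSO and 100% = no enzyme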
Target sequence (P9WHR9 whole entry, looked up, the tested form may be a part): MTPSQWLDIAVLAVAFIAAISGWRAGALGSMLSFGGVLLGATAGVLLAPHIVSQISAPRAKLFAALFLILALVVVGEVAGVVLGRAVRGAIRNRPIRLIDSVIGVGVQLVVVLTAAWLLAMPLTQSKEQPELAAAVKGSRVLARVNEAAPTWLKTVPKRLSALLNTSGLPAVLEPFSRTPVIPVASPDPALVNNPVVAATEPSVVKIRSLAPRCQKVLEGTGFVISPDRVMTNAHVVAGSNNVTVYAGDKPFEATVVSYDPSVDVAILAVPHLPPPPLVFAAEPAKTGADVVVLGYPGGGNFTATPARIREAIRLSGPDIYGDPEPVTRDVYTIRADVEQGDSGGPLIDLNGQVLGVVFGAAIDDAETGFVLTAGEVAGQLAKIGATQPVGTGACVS
Numbers without * were called inactive; ? = inconclusive; / = no result given; & = joins results of further samples. No enrichment for hits. Share with any hit: about 4.8%.

SMILES	Mtb UGM inh	BioA inh	BoNT F protease	GDH-TPI inh	PrPC surface inh	FadD28 binding	MazEF act	Mtb FBA inh	Rv3671c inh
COc1ccc(-n2nc(C(=O)NCC(=O)N3CCN(c4ccccn4)CC3)c3ccccc3c2=O)cc1OC	0.4	/	-3	16	-8	-1.4	1	1	4
Cc1cc(-c2ccc(C)c(S(=O)(=O)NCCN3CCC(C)CC3)c2)on1	2.1	1.2	2	7	0	-1.8	3	3	3
Cn1c(-c2ccco2)nc2cc3ccccc3cc21	1.2	-0.1	2	25	2	-1.6	3	82*	-11
COc1ccc2cc(CCOC3CCCCO3)ncc2c1 (stereo unspecified)	1.9	-2.3	-2	19	-5	-0.6	-4	12	-3
COc1ccccc1Nc1nnc(SCC(=O)N2CC(=O)Nc3ccccc32)s1	0.2	-1.2	-2	9	-4	-9.0	-1	-1	3
Cc1ccc2[nH]c3c(c2c1)CN(C(=O)CN1CCN(c2cccc(C)c2C)CC1)CC3	-0.8	-0.5	18	2	-12	-0.9	17	12	4
COc1ccc(NC(=O)CSc2ncn[nH]2)c([N+](=O)[O-])c1	3.1	0.6	-15	7	-11	-1.8	-19	0	2
Cc1cc(C)n2nc(-c3ccccc3)cc2n1	2.9	/	-6	6	-3	-2.3	4	9	0
C#CCSc1nnc(-c2c[nH]c3ccccc23)n1C	1.4	-3.9	4	12	11	0.5	-9	4	4
O=[N+]([O-])c1cccc(S(=O)(=O)c2ccc(N3CCCCC3)c([N+](=O)[O-])c2)c1	-2.3	-8.4	4	11	-6	0.6	1	-3	-5
Cn1c(=O)n(C)c2cc(NC(=O)COc3ccc(F)cc3)ccc21	1.9	9.5	?	-3	0	0.0	6	1	-1
CC(=O)Nc1ccc(NC(=O)C(C)OC(=O)c2ccc(S(=O)(=O)N3CCCCC3)cc2)cc1 (stereo unspecified)	-3.2	-2.2	0	8	3	-2.7	-2	1	-35
CCOc1ccccc1OCC(=O)Nc1cc2c(cc1C(=O)O)OCCCO2	1.3	-0.5	-14	-8	-2	0.3	0	-1	2
CC1=NN(S(=O)(=O)c2ccc(C)cc2)C(=O)c2ccccc2O1	-2.9	-0.6	-10	-4	2	-4.0	2	1	1
CCCCNC(=O)C1CCC(CNS(=O)(=O)c2c(C)cc(C)cc2C)CC1 (stereo unspecified)	1.6	-1.5	18	9	5	-0.4	5	8	0
CC1=C(C)/C(=N/OC(=O)c2cccc([N+](=O)[O-])c2)C=CC1=O	-0.1	/	6	25	/	-0.5	15	-10	-13
CN(C(=O)c1ccc(C#N)cc1)c1nnc(-c2ccccn2)s1	/	-1.8	3	1	2	-0.7	3	5	/
COCC#Cc1cnc2c(c1)C(=O)N([C@H](C)CO)C[C@H](C)[C@@H](CN(C)S(=O)(=O)c1ccccc1)O2	/	1.2&-0.2&2.0	-7	2	4	-0.8	6	1	/
O=C(Nc1cccnc1)c1ccc(CN2CCc3ccccc3C2)cc1	0.4	35	-1	9	4	1.4	4	-3	-6
C/C(=N\NC(=O)c1cccc([N+](=O)[O-])c1)c1ccco1	0.1	3.0	?	17	-5	-1.2	6	1	-2
Cc1ccc(Sc2nnc(Cc3ccccc3)c3ccccc23)cc1	1.7	2.9	0	0	18	-3.9	6	-2	1
Cc1cc(NC(=O)CCC(=O)N(CC(=O)NC2CCCC2)c2cccc(F)c2)no1	0.6	/	13	1	6	/	4	1	-15
CC(=O)c1cc(C#N)c(N2CCCC2)nc1C	0.8	/	-3	10	4	-4.3	3	1	4
Cc1cc(C)cc(NS(=O)(=O)c2ccc(-c3cnc(C4CC4)o3)cc2)c1	1.7	-0.4	-1	0	18	-4.4	3	0	-40
COc1ccc2c(c1)CCc1cc(C(=O)N3CCN(c4ccc(N5CCOCC5)nn4)CC3)sc1-2	0.6	1.3	-8	34*	/	-1.7	15	41*	0

Next records
SMILES	Mtb UGM inh	BioA inh	BoNT F protease	GDH-TPI inh	PrPC surface inh	FadD28 binding	MazEF act	Mtb FBA inh	Rv3671c inh
Cc1ccc(-n2c(=O)[nH]cc(C(=O)Nc3ccc4c(c3)OCCO4)c2=O)cc1C	-1.7	-3.0	-2	6	-7	0.2	6	1	-4
O=C(OCC(=O)C12CC3CC(CC(C3)C1)C2)c1cccnc1	2.6	/	-5	1	4	-0.8	2	6	-6
COC(=O)COc1ccc(S(=O)(=O)NCCC2=CCCCC2)cc1Cl	0.1	0.9	7	3	0	-0.4	-9	-1	-7
O=S(=O)(CCc1nnc(-c2ccccc2)o1)c1ccc2ccccc2c1	0.0	1.8	3	-11	-3	-3.1	3	-1	-1
O=C(NCCCN1CCOCC1)c1ccc(Br)s1	-3.7	1.1	1	-9	-8	-2.5	7	3	15
COc1cc2ccc(C(C)=O)c(O)c2cc1OC	/	5.5	-5	14	-9	-0.7	-3	-3	/
COc1ccc(N(CCOc2ccccc2)S(=O)(=O)c2ccccc2)cc1	-1.8	0.9	-5	-1	-1	-3.4	0	-2	-7
Cc1ccc(C(=O)N/N=C/c2c[nH]c3ccccc23)o1	-0.3	0.9	1	31*	4	2.4	-6	-3	-1
CC(Cc1ccccc1)NC(=O)CC(c1ccccc1)c1ccccc1O (stereo unspecified)	-3.1	-0.1	17	6	13	-2.1	6	2	-5
O=C1C=C(NCc2ccc(Cl)c(Cl)c2)CC1	-3.6	/	0	3	16	-5.0	4	1	2
CC(C)(C)NC(=O)CN(c1cccc([N+](=O)[O-])c1)S(=O)(=O)c1ccccc1	1.0	/	-1	-4	-3	-4.2	5	-1	2
COc1c(C)cc(C(=O)C2CCCN(C(=O)c3csc(C)n3)C2)cc1C (stereo unspecified)	-0.8	2.1	1	3	-2	-0.2	5	-1	8
CNCC(O)COc1ccccc1 (stereo unspecified)	3.1	/	1	9	6	-0.9	9	2	1
CC(C)n1c(/C=C/[C@@H](O)C[C@@H](O)CC(=O)O)c(-c2ccc(F)cc2)c2ccccc21	-2.9	1.0	-3	-10	-1	-2.9	-3	10	3
Cc1ccc(N(Cc2cc(=O)[nH]c3ccccc23)C(=O)c2ccco2)cc1	0.8	-0.5	2	3	-3	-4.5	0	0	-13
C[C@H](NC(=O)C1CCN(S(=O)(=O)c2ccccc2)CC1)C(=O)NCc1ccc(F)cc1	0.6	-0.5	-7	1	1	-1.8	12	-5	6
Cc1ccc2c(c1)C(c1ccc(F)cc1)N(C(=O)c1cc3ccccc3oc1=O)CC(=O)N2 (stereo unspecified)	2.2	0.6	-8	14	-1	-1.2	1	1	2
CCC(C)C1C(C#N)=C(N)Oc2n[nH]c(C)c21 (stereo unspecified)	-0.7	0.3	-7	0	1	-1.1	1	0	2
COc1cccc(CN2CCN(Cc3[nH]c4ccccc4c3C)CC2CCO)c1 (stereo unspecified)	-2.1	/	-2	0	-13	-3.6	1	1	-8
CCOC(=O)c1cn(CC(=O)Nc2ccccc2C(=O)OCC)nn1	1.3	-1.8	?	13	-1	-2.6	1	2	-14
CCCCN1CC(CO)Oc2cccc(F)c2S1(=O)=O (stereo unspecified)	/	-0.7	2	2	4	-4.7	0	-3	/
C[n+]1cc(C(=O)N2CCCCC2)ccc1/C=C/c1c[nH]c2ccccc12	-11	/	-4	5	-35	-2.8	-368	-24	-18
Cc1cc(OCC(=O)N2CCN(c3ccccn3)CC2)cc(C)c1Br	2.5	2.5	-2	-4	-2	-3.2	8	1	-1
Cc1ncc2n1-c1ccc(Cl)cc1C(c1ccccc1F)=NC2	/	0.8	-2	-7	4	-9.0	3	0	6
COc1ccccc1NC(=O)CSc1ccc2nnc(CCNC(=O)c3ccccc3)n2n1	0.6	0.3	-4	5	6	-3.3	5	2	0

Reprinted from the entries so far (4 entries):
SMILES	Mtb UGM inh	BioA inh	BoNT F protease	GDH-TPI inh	PrPC surface inh	FadD28 binding	MazEF act	Mtb FBA inh	Rv3671c inh
Cc1ccc(-n2c(=O)[nH]cc(C(=O)Nc3ccc4c(c3)OCCO4)c2=O)cc1C	-1.7	-3.0	-2	6	-7	0.2	6	1	-4
O=C(OCC(=O)C12CC3CC(CC(C3)C1)C2)c1cccnc1	2.6	/	-5	1	4	-0.8	2	6	-6
COC(=O)COc1ccc(S(=O)(=O)NCCC2=CCCCC2)cc1Cl	0.1	0.9	7	3	0	-0.4	-9	-1	-7
O=S(=O)(CCc1nnc(-c2ccccc2)o1)c1ccc2ccccc2c1	0.0	1.8	3	-11	-3	-3.1	3	-1	-1

Retrieved one by one from the list above (two):
SMILES	Mtb UGM inh	BioA inh	BoNT F protease	GDH-TPI inh	PrPC surface inh	FadD28 binding	MazEF act	Mtb FBA inh	Rv3671c inh
Cc1ccc(N(Cc2cc(=O)[nH]c3ccccc23)C(=O)c2ccco2)cc1	0.8	-0.5	2	3	-3	-4.5	0	0	-13
Cc1ccc(-n2c(=O)[nH]cc(C(=O)Nc3ccc4c(c3)OCCO4)c2=O)cc1C	-1.7	-3.0	-2	6	-7	0.2	6	1	-4

The results go on.
SMILES	Mtb UGM inh	BioA inh	BoNT F protease	GDH-TPI inh	PrPC surface inh	FadD28 binding	MazEF act	Mtb FBA inh	Rv3671c inh
CC1CCN(CCOc2cc(Cl)ccc2Cl)CC1	-5.3	/	5	-16	0	-2.7	-3	-2	2
Cc1ccc(N2CC(C(=O)OCC(=O)c3c(N)n(CC(C)C)c(=O)n(C)c3=O)CC2=O)cc1 (stereo unspecified)	0.9	/	/	5	-7	-3.0	-5	-2	-1
COc1ccc(OC)c(S(=O)(=O)N2CCCCCC2)c1	0.7	-0.2	-6	4	-1	-3.2	5	-2	-10
COc1ccc(C)cc1NC(=O)CSc1nc(=O)n(CCCN2CCOCC2)c2c1CCCC2	3.4	3.7	-3	4	2	-0.6	4	-1	5
CCOC(=O)C1C(=O)N(O)CC1c1cccc(Oc2ccccc2)c1 (stereo unspecified)	1.2	-1.7	-6	1	6	0.3	1	-1	-1
CN1CCN(c2ccc(Cl)cc2NC(=O)CCN2C(=O)c3ccccc3C2=O)CC1	0.7	/	-48	-7	-4	-4.9	9	2	-5
O=C(COC(=O)c1cc(=O)[nH]c2ccccc12)Nc1nc(-c2ccccc2)cs1	-0.9	-1.3	0	21	4	-1.9	-3	3	-33
CC(=O)NC(=S)Nc1ccccc1N1CCCCC1	2.1	/	0	0	3	-2.8	-15	1	-11
Cc1cc(C)cc(N2CC(C(=O)O)CC2=O)c1 (stereo unspecified)	-0.4	-1.9	-18	15	-6	-0.3	-10	4	-4
CC1CCN(CCCNC(=O)C2CCN(S(=O)(=O)N3CCC4(CC3)OCCO4)CC2)CC1	-1.2	-0.6	4	6	-4	-3.2	7	2	-8
CN(C)C(=O)CCc1ccc2c3c([nH]c2c1)[C@]1(C)[C@@H](C(=O)N2CCCCC2)C[C@H](CC(=O)NC(C)(C)C)C(=O)N1CC3	/	-1.7	-1	-14	5	-1.3	6	3	/
CC1CCN(C(=O)c2ccc(-n3cnnn3)cc2)CC1	0.2	-2.4	-9	-3	1	-1.2	6	1	0
Cc1ccc(S(=O)(=O)N2CCOCC2)cc1NC(=O)COc1cccc(-n2cnnn2)c1	-4.1	-4.0	-1	3	3	0.3	2	4	0
COCCCn1c(=O)/c(=C\c2ccc(OC(F)F)c(OC)c2)s/c1=C(/C#N)C(N)=O	2.4	/	-3	-1	-7	-2.8	26	-8	10
COc1ccc(NC(=S)N(CCCN2CCOCC2)C(C)c2cc3cccc(OC)c3o2)cc1 (stereo unspecified)	0.3	1.3	-2	-14	8	-2.2	11	-3	-7
O=C(CSc1ccc2nnc(-c3ccccc3)n2n1)NCc1ccco1	-0.3	-0.9	-1	-6	-9	-3.3	8	1	-4
COC(=O)c1ccccc1NC(=S)NC(=O)c1ccc(C)cc1	0.2	/	7	-7	9	-3.6	-11	0	-2
Cc1ccc([C@H]2C[C@@H](O)[C@H](n3cc(C4CC4)nn3)CN2C(=O)c2cccs2)cc1	/	1.5	-4	4	6	0.1	3	1	/
COc1ccc(OCC(=O)Nc2ccc(C)c(S(=O)(=O)N(C)C)c2)cc1	1.7	/	4	3	-3	0.8	-19	4	-8

Bioassay records: PubChem BioAssay, several laboratories
